Rab2A wt mod – changes GTP binding to wildtype dog Rab2A, up or down; P61105; GST-Rab2 wt beads, Bodipy-GTP binding, flow cytometry; GTP binding activity, % at 10 µM; hit rate 0.19% among 190,000; AID 760;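 active = GTP binding activity at least 20 points away from 100%, either lowered or raised; inconclusive = signal likely due to the compound's own green fluorescence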;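 note: 0% = beads with excess unlabeled GTP and 100% = no-compound control corrected for plate trend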
Avidin fluor – compound fluoresces at 488/530 nm on avidin beads; compound fluorescence 488/530 nm, flow cytometry; hits give high values; fluorescence (KMESF) at 10 µM; hit rate 0.38% among 220,000; AID 1775; in the data active = fluorescence above about 47; note: inactives centre near 10
Rac1 mut GTP – modulators of GTP binding to human Rac1 activated mutant; percent activity (GTP binding), % at 10 µM; P63000; AID 764; GST-Rac1 activated beads, fluorescent GTP binding, flow cytometry; actives lie on both sides; 100% means binding = to untreated wells; hit rate 0.11% among 190,000;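 active = GTP binding at least 20 percentage points away from the 100% baseline, in either direction, so actives lie on both sides; inconclusive = Compound likely fluorescent itself, or too few beads counted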
HRas wt GTP – modulators of GTP binding to human HRas wildtype; P01112; GTP binding activity, % at 10 µM; hit rate 0.14% among 190,000; AID 759; GST-Ras wt beads, Bodipy-FL-GTP binding, flow cytometry; actives lie on both sides;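 active = GTP binding activity at least 20% away from the 100% baseline, either lowered as inhibitor or raised as activator; inconclusive = flagged as likely green fluorescent, judged across all proteins in the well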;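 note: 0% = unlabeled GTP competition control and 100% = no-compound control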
Target sequence (P01112 whole entry, looked up): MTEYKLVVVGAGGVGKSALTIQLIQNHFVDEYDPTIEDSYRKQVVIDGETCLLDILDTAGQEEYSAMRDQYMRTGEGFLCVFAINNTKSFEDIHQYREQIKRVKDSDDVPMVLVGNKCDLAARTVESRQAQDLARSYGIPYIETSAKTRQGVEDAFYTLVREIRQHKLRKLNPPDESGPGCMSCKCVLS
Mcl-1 Bim block – human Bim-Mcl-1 interaction inhibition | Q07820 | Bead-based flow cytometry, Bim peptide-Mcl-1 binding | inhibition, % at 10 µM | hit rate 0.1% among 190,000 | AID 1009; in the data active = inhibition above about 40%;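 note: 0% = no compound tracer wells and 100% = peptide blocker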
Target sequence (Q07820 whole entry, looked up): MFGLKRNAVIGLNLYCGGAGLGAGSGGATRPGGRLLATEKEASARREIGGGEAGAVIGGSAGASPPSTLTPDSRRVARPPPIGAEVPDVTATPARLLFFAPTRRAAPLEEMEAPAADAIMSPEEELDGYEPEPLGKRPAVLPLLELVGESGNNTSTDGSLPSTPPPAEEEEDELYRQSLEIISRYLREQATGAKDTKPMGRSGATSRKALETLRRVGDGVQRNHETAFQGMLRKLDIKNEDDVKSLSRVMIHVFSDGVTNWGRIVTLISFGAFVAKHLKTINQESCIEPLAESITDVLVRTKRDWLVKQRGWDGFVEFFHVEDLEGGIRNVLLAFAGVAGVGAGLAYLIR
Rac1 wt modul – human Rac1 wildtype GTP binding, inhibitors and activators. P63000. GST-Rac1 beads, fluorescent GTP binding, flow cytometry; actives lie on both sides; 0 = cold GTP competed, 100 = untreated. GTP binding activity (% of control), % at 10 µM. hit rate 0.27% among 190,000. AID 757;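 active = GTP binding activity at least 20 points away from the 100% control level, either lower or higher; inconclusive = compound flagged as likely green fluorescent, judged across all proteins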
Mcl1 Noxa PPI – Mcl-1/Noxa interaction inhibition; inhibition, % at 21.7 µM; AID 1022; hit rate 1.5% among 220,000; Q07820; TR-FRET Mcl-1/Noxa peptide binding, 2 h;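 active = compounds that cut the protein-peptide binding signal by more than 50% relative to plate controls in a single-dose test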;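 note: His-tagged Mcl-1 with rhodamine Noxa BH3 peptide and terbium anti-His antibody; 0% = Mcl-1 plus Noxa peptide wells and 100% = peptide-only wells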
Rab7 wt modul – dog Rab7 wildtype GTP binding, inhibitors and activators. GST-Rab7 beads, fluorescent GTP binding, flow cytometry; actives lie on both sides; untreated = 100%, excess cold GTP = 0%. GTP binding activity (percent of control), % at 10 µM. hit rate 0.055% among 190,000. AID 758;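 active = fluorescent GTP binding to Rab7 beads changed by at least 20 points from the 100% baseline, either direction, mostly lower; inconclusive = compound itself probably fluorescent, or too few beads counted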;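 note: median green fluorescence of bound Bodipy-FL-GTP per Rab7 bead population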
Cdc42 wt – modulators (inhibitors or activators) of GTP binding to human Cdc42 wildtype. percent activity (GTP binding), % at 10 µM. hit rate 0.2% among 190,000. GST-Cdc42 beads, Bodipy-GTP binding, flow cytometry; actives lie on both sides;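 active = percent activity GTP binding at least 20 points away from the 100% baseline, either down as inhibitor or up as activator; inconclusive = compound flagged as likely green fluorescent from well-wide comparison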;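 note: median bead fluorescence of bound Bodipy-FL-GTP at 100 nM; 0% = excess unlabeled GTP control and 100% = no compound control; below 100% means less GTP binding so inhibitor and above means activator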
Target sequence (P60953 whole entry, looked up): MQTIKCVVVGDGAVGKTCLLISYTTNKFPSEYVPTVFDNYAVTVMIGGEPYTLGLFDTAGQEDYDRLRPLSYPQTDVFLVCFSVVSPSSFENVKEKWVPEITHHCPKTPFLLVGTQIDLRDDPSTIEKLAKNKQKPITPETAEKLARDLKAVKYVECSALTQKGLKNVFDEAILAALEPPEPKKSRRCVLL
Mcl1-Bid inh – disrupts binding of human Mcl-1 to Bid peptide; TR-FRET Mcl-1/Bid-Dy647 peptide binding, 1536-well; inhibition, % at 21.7 µM; hit rate 0.97% among 220,000; AID 1021;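 active = compounds that cut the binding signal by more than half at the single screening dose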;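 note: His-tagged Mcl-1 with europium anti-His antibody binding Bid BH3 peptide; 0% = Mcl-1 plus peptide wells and 100% = peptide-only wells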
Pf gametocyte – kills late stage P. falciparum gametocytes. P. falciparum stage V gametocytes, ATP luminescence, 24 h. hit rate 0.065% among 150,000. inhibition, % at 10.9 µM;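 active = inhibition above the mean plus 3 SD of compounds within the control limits, set per campaign, cut at about 38% in these data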;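 note: 0% = DMSO wells and 100% = medium only without gametocytes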
An asterisk follows results filed as active. Random draw from the library. Share with any hit: about 2.7%.

Screening c1coc(-c2nc(-c3ccco3)c(-c3ccco3)nc2-c2ccco2)c1 returned Rab2A wt mod 101, Avidin fluor 3, Rac1 mut GTP 93, HRas wt GTP 102, Mcl-1 Bim block 0, Rac1 wt modul 98, Mcl1 Noxa PPI 109*, Rab7 wt modul 98, Cdc42 wt 99 and Mcl1-Bid inh 97*.
Screening CC(C)C(=O)N(Cc1cc(=O)[nH]c2ccccc12)c1ccccc1 returned Rab2A wt mod 101, Avidin fluor 26, Rac1 mut GTP 101, HRas wt GTP 100, Mcl-1 Bim block -2, Rac1 wt modul 106, Mcl1 Noxa PPI 1, Rab7 wt modul 100, Cdc42 wt 102 and Mcl1-Bid inh -10.
Screening CCCNC(=O)COc1cccc(C(=O)NCc2ccccc2)c1 returned Rab2A wt mod 100, Avidin fluor 3, Rac1 mut GTP 98, HRas wt GTP 100, Mcl-1 Bim block -3, Rac1 wt modul 103, Mcl1 Noxa PPI 12, Rab7 wt modul 102, Cdc42 wt 102, Mcl1-Bid inh 2 and Pf gametocyte 2.
Screening COc1ccc(C)cc1NC(=O)c1ccc(-c2ccc(C(C)=O)cc2)o1 returned Rab2A wt mod 90, Avidin fluor 32, Rac1 mut GTP 91, HRas wt GTP 93, Mcl-1 Bim block 0, Rac1 wt modul 87, Mcl1 Noxa PPI 13, Rab7 wt modul 96, Cdc42 wt 92 and Mcl1-Bid inh -6.
For COc1cc(CNc2ccc(N3CCOCC3)cc2)cc(Br)c1OC the results were Rab2A wt mod 99, Avidin fluor 11, Rac1 mut GTP 95, HRas wt GTP 97, Mcl-1 Bim block 2, Rac1 wt modul 100, Mcl1 Noxa PPI 26, Rab7 wt modul 94, Cdc42 wt 97, Mcl1-Bid inh -2 and Pf gametocyte -6.
Screening Cc1cccc2c1OCC/C2=N\NC(=O)COc1ccccc1 returned Rab2A wt mod 99, Avidin fluor 30, Rac1 mut GTP 98, HRas wt GTP 100, Mcl-1 Bim block -2, Rac1 wt modul 100, Mcl1 Noxa PPI 0, Rab7 wt modul 97, Cdc42 wt 102 and Mcl1-Bid inh 18.
COc1ccccc1NC(=O)COC(=O)C1CC2C=CC1C2 (centres undefined) was read as Rab2A wt mod 97, Avidin fluor 21, Rac1 mut GTP 96, HRas wt GTP 98, Mcl-1 Bim block 0, Rac1 wt modul 97, Mcl1 Noxa PPI 3, Rab7 wt modul 102, Cdc42 wt 94, Mcl1-Bid inh -21 and Pf gametocyte 9.
COc1ccc(C(CC(=O)NCC(OC)OC)NS(=O)(=O)c2ccc(Cl)cc2)cc1 (centres undefined) was read as Rab2A wt mod inconclusive, Avidin fluor 5, Rac1 mut GTP inconclusive, HRas wt GTP inconclusive, Mcl-1 Bim block -3, Rac1 wt modul inconclusive, Mcl1 Noxa PPI 3, Rab7 wt modul inconclusive, Cdc42 wt inconclusive, Mcl1-Bid inh -11 and Pf gametocyte -1.
COc1ccc(NC(=O)COc2ccc(N(C)S(=O)(=O)c3ccc(C)cc3)cc2)cc1 was read as Rab2A wt mod 98, Avidin fluor 4, Rac1 mut GTP 100, HRas wt GTP 102, Mcl-1 Bim block -2, Rac1 wt modul 104, Mcl1 Noxa PPI 4, Rab7 wt modul 102, Cdc42 wt 104, Mcl1-Bid inh -35 and Pf gametocyte -19.
`CCn1c(SCC(=O)c2ccccc2)nnc1-c1ccoc1C` gave Rab2A wt mod 92, Avidin fluor 6, Rac1 mut GTP 93, HRas wt GTP 95, Mcl-1 Bim block -2, Rac1 wt modul 94, Mcl1 Noxa PPI 7, Rab7 wt modul 93, Cdc42 wt 94 and Mcl1-Bid inh -17.
O=C(C1CCCCN1S(=O)(=O)c1ccccc1)N1CCN(Cc2ccccc2)CC1 (centres undefined) was read as Rab2A wt mod 100, Avidin fluor 7, Rac1 mut GTP 98, HRas wt GTP 101, Mcl-1 Bim block 0, Rac1 wt modul 100, Mcl1 Noxa PPI 15, Rab7 wt modul 101, Cdc42 wt 101, Mcl1-Bid inh -41 and Pf gametocyte -4.
For CC(C)Cc1nc2oc3c(NCCCN4CCOCC4)ncnc3c2c2c1CCC2 the results were Rab2A wt mod 104, Avidin fluor 29, Rac1 mut GTP 101, HRas wt GTP 103, Mcl-1 Bim block -4, Rac1 wt modul 108, Mcl1 Noxa PPI -13, Rab7 wt modul 103, Cdc42 wt 104 and Mcl1-Bid inh -9.
For CC1=C(C(N)=O)C(c2cccc(O)c2)n2nc(CCCO)nc2N1 (centres undefined) the results were Rab2A wt mod 97, Avidin fluor 6, Rac1 mut GTP 97, HRas wt GTP 95, Mcl-1 Bim block -4, Rac1 wt modul 95, Mcl1 Noxa PPI 17, Rab7 wt modul 96, Cdc42 wt 96 and Mcl1-Bid inh -15.
For COc1ccccc1C1N(c2ccc(F)cc2)C(=O)C2CCCN21 (centres undefined) the results were Rab2A wt mod 104, Avidin fluor 6, Rac1 mut GTP 104, HRas wt GTP 107, Mcl-1 Bim block -1, Rac1 wt modul 112, Mcl1 Noxa PPI 9, Rab7 wt modul 107, Cdc42 wt 107 and Mcl1-Bid inh -17.
COc1cccc(-c2nc3ccccc3c(=O)n2NC(=O)c2cccnc2Cl)c1 was read as Rab2A wt mod 99, Avidin fluor 1, Rac1 mut GTP 101, HRas wt GTP 101, Mcl-1 Bim block -3, Rac1 wt modul 99, Mcl1 Noxa PPI 11, Rab7 wt modul 98, Cdc42 wt 100, Mcl1-Bid inh -10 and Pf gametocyte 17.
COCCN1CN=C(Nc2nc3ccccc3s2)NC1 was read as Rab2A wt mod 101, Avidin fluor 8, Rac1 mut GTP 99, HRas wt GTP 96, Mcl-1 Bim block -4, Rac1 wt modul 94, Mcl1 Noxa PPI -1, Rab7 wt modul 101, Cdc42 wt 95, Mcl1-Bid inh -5 and Pf gametocyte 9.
`COc1ccc2c(c1)C(=NNC(=O)c1ccccn1)c1cc(OC)ccc1-2` gave Rab2A wt mod 104, Avidin fluor 10, Rac1 mut GTP 98, HRas wt GTP 102, Mcl-1 Bim block -5, Rac1 wt modul 104, Mcl1 Noxa PPI 38, Rab7 wt modul 100, Cdc42 wt 99, Mcl1-Bid inh 41 and Pf gametocyte 11.
Screening Cc1ccc2nc(/C(C#N)=C\c3cc(C)n(-c4cccc([N+](=O)[O-])c4)c3C)[nH]c2c1 returned Rab2A wt mod 99, Avidin fluor 13, Rac1 mut GTP 99, HRas wt GTP 101, Mcl-1 Bim block -2, Rac1 wt modul 103, Mcl1 Noxa PPI -5, Rab7 wt modul 101, Cdc42 wt 101, Mcl1-Bid inh -55 and Pf gametocyte -15.
Screening CCOC(=O)CSC1=C(C#N)C(c2ccc3c(c2)OCO3)CC(=O)N1 (centres undefined) returned Rab2A wt mod 99, Avidin fluor 35, Rac1 mut GTP 99, HRas wt GTP 100, Mcl-1 Bim block -2, Rac1 wt modul 100, Mcl1 Noxa PPI -3, Rab7 wt modul 98, Cdc42 wt 100 and Mcl1-Bid inh -15.
COc1ccc(C(=O)N2CC3(C)CC2CC(C)(C)C3)cc1OC (centres undefined) was read as Rab2A wt mod 98, Avidin fluor 5, Rac1 mut GTP 100, HRas wt GTP 102, Mcl-1 Bim block -3, Rac1 wt modul 107, Mcl1 Noxa PPI 6, Rab7 wt modul 98, Cdc42 wt 103, Mcl1-Bid inh 1 and Pf gametocyte -19.
For Cc1cc(NC(=O)c2ccc(Cl)cc2)c(C(C)C)cc1O the results were Rab2A wt mod 104, Avidin fluor 9, Rac1 mut GTP 101, HRas wt GTP 103, Mcl-1 Bim block 2, Rac1 wt modul 101, Mcl1 Noxa PPI 25, Rab7 wt modul 99, Cdc42 wt 103 and Mcl1-Bid inh -23.
For O=C(Nc1ccc(C(=O)N2CCOCC2)cc1)Nc1cccc2ccccc12 the results were Rab2A wt mod 95, Avidin fluor 5, Rac1 mut GTP 93, HRas wt GTP 94, Mcl-1 Bim block 0, Rac1 wt modul 96, Mcl1 Noxa PPI -2, Rab7 wt modul 92, Cdc42 wt 95, Mcl1-Bid inh -14 and Pf gametocyte -17.
CN(/N=C/c1ccc(Br)o1)C1=NS(=O)(=O)c2ccccc21 was read as Rab2A wt mod 82, Avidin fluor 19, Rac1 mut GTP 89, HRas wt GTP 86, Mcl-1 Bim block 9, Rac1 wt modul 77*, Mcl1 Noxa PPI -11, Rab7 wt modul 91, Cdc42 wt 83 and Mcl1-Bid inh 1.
`Cc1nn(CCc2nn[nH]n2)c2nc(-c3ccccc3)cc(C(F)(F)F)c12` gave Rab2A wt mod 91, Avidin fluor 19, Rac1 mut GTP 88, HRas wt GTP 94, Mcl-1 Bim block 0, Rac1 wt modul 94, Mcl1 Noxa PPI -2, Rab7 wt modul 102, Cdc42 wt 93, Mcl1-Bid inh 4 and Pf gametocyte -9.
Screening O=C(COC(=O)c1ccccc1O)NCCC1=CCCCC1 returned Rab2A wt mod 94, Avidin fluor 14, Rac1 mut GTP 95, HRas wt GTP 95, Mcl-1 Bim block -2, Rac1 wt modul 96, Mcl1 Noxa PPI -14, Rab7 wt modul 101, Cdc42 wt 95, Mcl1-Bid inh -5 and Pf gametocyte 3.
Screening CCC(C)NC(=O)/C=C/c1ccc(S(=O)(=O)NCc2ccco2)cc1 (centres undefined) returned Rab2A wt mod 99, Avidin fluor 15, Rac1 mut GTP 95, HRas wt GTP 99, Mcl-1 Bim block 0, Rac1 wt modul 100, Mcl1 Noxa PPI 27, Rab7 wt modul 100, Cdc42 wt 97, Mcl1-Bid inh -13 and Pf gametocyte 12.
CCN(Cc1ccccc1)C(=O)Cn1c(C(C)O)nc2ccccc21 (centres undefined) was read as Rab2A wt mod 99, Avidin fluor 11, Rac1 mut GTP 96, HRas wt GTP 97, Mcl-1 Bim block 0, Rac1 wt modul 98, Mcl1 Noxa PPI 3, Rab7 wt modul 106, Cdc42 wt 97, Mcl1-Bid inh -11 and Pf gametocyte 16.
Cc1ccc(OCC(=O)Nc2ccccc2[N+](=O)[O-])c(Br)c1 was read as Rab2A wt mod 100, Avidin fluor 8, Rac1 mut GTP 92, HRas wt GTP 92, Mcl-1 Bim block -1, Rac1 wt modul 97, Mcl1 Noxa PPI 15, Rab7 wt modul 108, Cdc42 wt 91, Mcl1-Bid inh -22 and Pf gametocyte -5.

Screens deposited in PubChem BioAssay by several laboratories.
